# TLR9-MyD88 block: blocks human TLR9 binding to MyD88; 340,000 compounds, 0.21% hits; Q9NR96+Q99836; AID 504734; CHO BLA complementation TLR9-MyD88, CCF4 FRET ratio; inhibition, % at 4.98 µM;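 active = inhibition above the mean over all tested compounds plus 3 SD, cut at about 21% in these data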;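 also: 0% = DMSO only wells and 100% = clavulanate BLA inhibitor control wells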
# Exocytosis inh: blocks lytic granule exocytosis | TALL-104 LAMP-1 surface exposure, flow cytometry; cells stimulated with thapsigargin and PMA | inhibition, % at 10 µM | 360,000 compounds, 0.66% hits;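 active = inhibition above about 55%, limit read from the data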
# N-glyco inh: blocks N-linked glycosylation in D54 reporter cells; 360,000 compounds, 0.23% hits; D54 ERlucT glycosylation luciferase reporter, 24 h; percent of 100 nM tunicamycin response; reporter increase, % at 12.5 µM; AID 588692;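 active = mean luciferase reporter signal, scaled so untreated is 0 and the glycosylation-blocking control 100, at or above a set limit in every replicate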;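 also: luciferase carries N-glycosylation sites so blocking glycosylation raises the light; 0% = median of neutral control wells and 100% = median of 100 nM tunicamycin wells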
# MC4R antag cAMP: antagonists of human melanocortin 4 receptor (MC4R); MC4R-expressing cells, MTII-stimulated cAMP, LANCE TR-FRET; inhibition, % at 6.5 µM; 360,000 compounds, 0.48% hits; AID 540295;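 active = inhibition above its plate's cutoff, the mean of tested wells on that plate plus 3 SD, cut at about 29% in these data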;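 also: 0% = Melanotan II alone and 100% = Melanotan II plus saturating MCL0020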
# Target sequence (P32245 whole entry, looked up): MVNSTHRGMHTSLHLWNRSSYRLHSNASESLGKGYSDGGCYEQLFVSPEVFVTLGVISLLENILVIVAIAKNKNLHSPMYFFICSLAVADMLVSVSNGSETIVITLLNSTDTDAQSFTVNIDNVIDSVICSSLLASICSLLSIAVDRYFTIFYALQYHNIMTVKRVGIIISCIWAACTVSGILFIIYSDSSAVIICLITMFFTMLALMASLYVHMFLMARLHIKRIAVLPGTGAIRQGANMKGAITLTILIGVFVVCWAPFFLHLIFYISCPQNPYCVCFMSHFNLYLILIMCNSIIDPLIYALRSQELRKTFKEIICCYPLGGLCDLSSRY
#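 System: U2OS-MC4R stable cell line; Technique: Eu-cAMP/anti-cAMP TR-FRET, emission 671 nm; Repeats: single well per compound; Also added: Melanotan II; Dosing: one concentration, 6.5 µM nominal; Schedule: 30-min compound, 1-h challenge, 1-h detection, room temperature.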
# Vif imaging: inhibitors of HIV Vif | inhibition, % at 7.49 µM | HEK293T cells, Vif self-association by quenched fluorescence, imaging, 24 h | 340,000 compounds, 0.35% hits; in the data active = inhibition above about 50%, passing the limit was not always enough; also: some results filed as inactive read as strong as hits
# MC4R ag barr: agonists of human melanocortin 4 receptor (MC4R) beta-arrestin; U2OS MC4R beta-arrestin complementation, luminescence; percent of melanotan II response, DMSO zero; AID 540308; 360,000 compounds, 0.98% hits; P32245; activation, % at 8.9 µM;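 active = activation above a per-plate cutoff, the mean activation of sample wells on that plate plus 3 SD, cut at about 8% in these data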
# aDG glyco up: alpha-DG glycosylation activation. Pro5-aDG cells, alpha-DG glycosylation AlphaScreen (IIH6); 0% Pro5, 100% B10-LARGE cell signal. activation, % at 10 µM. AID 624168. 360,000 compounds, 0.22% hits;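 active = activation of at least 8% versus controls, or a plate z-score of at least 8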;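 also: Pro5 are CHO cells carrying HIG-tagged alpha-DG that lacks glycosylation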
# ABHD5-PLIN5 inh: ABHD5-PLIN5 protein interaction inhibition; 360,000 compounds, 0.78% hits; Split G. princeps luciferase complementation, luminescence, 4 h; inhibition, % at 4 µM;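 active = inhibition above the mean inhibition across every tested compound plus 3 SD, cut at about 22% in these data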;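 also: 0% = DMSO only wells and the 100% control is not disclosed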
# ABCB6 inh MLPCN: inhibitors of human ABC transporter ABCB6; 360,000 compounds, 0.19% hits; fluorescence ratio to DMSO, % at 10 µM; Q9NP58; K562-ABCB6 porphyrin accumulation, flow cytometry, 1 h; stronger effect = lower value;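 active = fluorescence ratio to DMSO below 75%, the collection mean minus 3 SD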;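 also: signal is porphyrin accumulated inside mitochondria; 100% equals median channel fluorescence of DMSO control wells; lower ratio means ABCB6 inhibition with less porphyrin fluorescence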
# NOD2-RIPK2 inh: inhibitors of human NOD2-RIPK2 interaction | O43353 | CHO BLA complementation NOD2-RIPK2, CCF4 ratio | inhibition, % at 4.98 µM | 360,000 compounds, 0.38% hits | AID 624267; in the data active = inhibition above about 21%;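 also: 0% = vehicle only and 100% = reference blocker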
# Target sequence (O43353 whole entry, looked up): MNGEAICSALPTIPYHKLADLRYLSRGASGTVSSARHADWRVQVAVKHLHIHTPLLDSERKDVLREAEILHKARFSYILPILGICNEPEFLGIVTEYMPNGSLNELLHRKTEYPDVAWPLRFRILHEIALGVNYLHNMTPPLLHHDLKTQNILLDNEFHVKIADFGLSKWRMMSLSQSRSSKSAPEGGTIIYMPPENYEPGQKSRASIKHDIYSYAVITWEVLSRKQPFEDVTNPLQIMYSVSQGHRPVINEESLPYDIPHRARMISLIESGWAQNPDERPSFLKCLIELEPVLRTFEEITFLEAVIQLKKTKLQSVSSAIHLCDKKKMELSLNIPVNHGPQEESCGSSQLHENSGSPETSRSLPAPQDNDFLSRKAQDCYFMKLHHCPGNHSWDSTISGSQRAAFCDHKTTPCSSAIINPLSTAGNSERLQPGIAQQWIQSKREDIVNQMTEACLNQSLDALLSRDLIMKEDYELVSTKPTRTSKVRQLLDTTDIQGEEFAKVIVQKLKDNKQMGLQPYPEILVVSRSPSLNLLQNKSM
# * = called active by the depositor; . = not tested or not shown.
Vif imaging | aDG glyco up | MC4R antag cAMP | MC4R ag barr | ABCB6 inh MLPCN | Exocytosis inh | ABHD5-PLIN5 inh | N-glyco inh | NOD2-RIPK2 inh | TLR9-MyD88 block | Molecule
-1 | -0.2 | 6 | -1.1 | 97 | 4 | -6 | -7 | -9 | 0 | CCOC(=O)c1ccccc1NC1c2ccccc2C(=O)N1c1ccc(C)cn1 (stereo unspecified)
18 | -0.1 | 21 | -1.1 | 92 | 2 | 0 | -1 | -5 | -1 | N#Cc1ccccc1NC(=O)c1ccc2c(c1)OCO2
0 | -0.1 | 4 | -0.5 | 98 | -4 | -5 | -2 | -8 | -9 | CCN1C(=NCc2ccc(OC)cc2)N[C@@H](c2ccccc2)C(C(=O)OC)=C1C
-9 | 0.8 | 4 | -0.9 | 91 | -2 | 5 | -16 | -7 | -9 | O=C(/C=C/c1ccco1)N1CCc2ccccc21
-1 | 0.0 | 10 | 0.3 | 97 | 0 | 16 | 2 | -6 | -1 | COc1ccc(Oc2c(-c3ccc(O)cc3O)n[nH]c2C)cc1
-4 | 0.1 | 3 | -1.1 | 92 | -3 | 3 | 1 | -3 | -1 | CNC(=S)N(Cc1ccccc1)Cc1cccnc1
3 | 0.2 | -8 | -0.4 | 102 | 4 | 4 | 0 | -7 | . | CCc1nc2ccc(C(=O)NCCCN3CCCC3=O)cn2c1N(C)Cc1ccc(OC)cc1
. | 0.6 | 11 | -1.0 | 102 | 0 | -11 | -8 | -1 | 6 | Cc1ccc(/C=N/NC(=O)C2=NNC(c3ccccc3)(c3ccccc3)C2)c(O)c1
-8 | 0.3 | 2 | -1.9 | 103 | -1 | 0 | 1 | -1 | -5 | O=C(NCc1ccc2c(c1)OCO2)Nc1ccc2nsnc2c1
2 | -0.1 | . | . | 98 | -6 | -6 | 0 | -3 | . | COc1cccc(CN(C)C(=O)CC[C@H]2O[C@@H](n3ccc(=O)[nH]c3=O)[C@H](O)[C@@H]2O)c1
-1 | -0.1 | 5 | 2.6 | 98 | -2 | -2 | -1 | 2 | 1 | O=C(CNS(=O)(=O)c1ccc(Br)s1)NCC1COc2ccccc2O1 (stereo unspecified)
-3 | 0.0 | -5 | 0.6 | 91 | -6 | -2 | 1 | -13 | . | COc1cc(OC)nc(/N=C/NO)n1
-9 | 0.4 | -1 | 0.6 | 93 | 50 | -4 | -6 | -1 | -2 | Cc1cccc2c1-c1sc(C(=O)Nc3cccnc3)cc1CO2
2 | 0.2 | -1 | -0.7 | 90 | 0 | -5 | 1 | -4 | 6 | CCCc1nc(N)sc1C(=O)OCC
5 | 0.3 | -8 | -1.6 | 97 | -1 | -2 | -2 | -7 | -3 | Cc1cc(C)n(-c2ccc(C(=O)OCC(=O)N(CC(C)C)C3CCS(=O)(=O)C3)cc2)n1 (stereo unspecified)
-1 | 0.1 | 12 | 0.6 | 97 | 7 | 2 | 0 | 7 | -2 | Cc1cccc(NC(=O)Cc2ccc(NC3=NC4CS(=O)(=O)CC4S3)cc2)c1 (stereo unspecified)
-9 | -0.4 | 2 | -0.2 | 103 | 3 | -6 | 0 | 5 | 0 | Cn1cc(SCC(=O)NCCc2ccccc2)c2ccccc21
-6 | 0.0 | -1 | -0.8 | 93 | -3 | -8 | 2 | -6 | -10 | COc1ccc(CCN2CC(C(=O)NCc3ccc(F)cc3)CC2=O)cc1OC (stereo unspecified)
-1 | 0.4 | 23 | 9.6* | 94 | 1 | -2 | 1 | -3 | 3 | COC(=O)CCC(C)C1CCC2C3CCC4CC(O)CCC4(C)C3CC(O)C12C (stereo unspecified)
9 | 0.1 | -6 | 1.4 | 99 | -3 | -7 | 2 | 9 | 0 | COc1ccccc1C1CC(=O)Oc2cc(O)ccc21 (stereo unspecified)
0 | -0.2 | 17 | -0.8 | 96 | -4 | 1 | 0 | -3 | 2 | COc1ccc(OC)c(C(C)NC(=O)Nc2cccc(C(C)=O)c2)c1 (stereo unspecified)
3 | -0.2 | 5 | 0.0 | 98 | -3 | 0 | 5 | -7 | -8 | Cc1ccc(NC(=O)c2nc3nccc(C)n3n2)cc1S(=O)(=O)N1CCCCC1
7 | 0.0 | -11 | 0.3 | 91 | 2 | 2 | -4 | -7 | 7 | O=C(NCCc1ccc(Cl)cc1)c1ccc2nccnc2c1
1 | 0.1 | -7 | -3.2 | 108 | -1 | 5 | 0 | 7 | -4 | Cc1cccc(NC(=O)CCNS(=O)(=O)c2cccc3nonc23)c1
-2 | 0.0 | 11 | -3.5 | 101 | -6 | 0 | -3 | -6 | 4 | Cc1cc(NC(=O)c2cc(C(C)(C)C)oc2C)no1
3 | -0.2 | 7 | -1.9 | 101 | -17 | 0 | -1 | 4 | 0 | O=C(/C=C/c1ccccc1Cl)N(Cc1ccccc1)C1CCS(=O)(=O)C1 (stereo unspecified)
7 | -0.2 | 10 | -1.0 | 102 | -2 | -7 | -2 | -9 | 3 | CC(=O)OC1CCC2(C)C(CCC3C2CC(=O)C2(C)C3CC(C3CCCC3=O)C2C(C)=O)C1 (stereo unspecified)
-5 | -0.1 | 0 | 3.9 | 99 | -4 | -1 | 2 | 1 | -3 | O=S(=O)(Nc1cccc(CCc2ccccn2)c1)c1cc(Cl)ccc1Cl
-3 | 0.2 | -6 | -0.9 | 96 | -7 | 4 | 4 | -6 | 1 | CC1(C)c2ccccc2-c2nc3ccccc3cc2C1O (stereo unspecified)
-18 | 0.0 | 3 | 2.8 | 103 | -2 | -4 | -4 | 7 | 7 | COC(=O)C1=C(C)N(c2ccc(OC)cc2)C(=O)/C1=C\c1cccs1
3 | -0.1 | 7 | -2.4 | 86 | -1 | -1 | 0 | 1 | 12 | Cc1cccc(NC(=O)COC(=O)CCc2c[nH]c3ccccc23)c1C
-17 | 0.4 | -1 | 3.6 | 98 | -1 | -1 | -3 | 1 | 0 | CN(Cc1ccccc1)C(=O)c1[nH]cnc1C(=O)Nc1ccc(Cl)cc1
-6 | 0.0 | 18 | 2.1 | 101 | 0 | 1 | 4 | 2 | -13 | CCOc1cc2c3c(c1)C1(C(=O)N3C(C)(C)CC2C)C(C#N)=C(N)N2C(=C1C#N)Nc1ccccc12 (stereo unspecified)
. | 0.0 | . | . | 98 | 0 | -2 | . | -5 | . | CC(C)(C)n1nnnc1C(c1cc2ccccc2o1)N1CCCCC1 (stereo unspecified)
1 | 0.3 | -1 | -4.1 | 98 | -3 | -5 | 2 | 3 | -7 | CCOc1cc(N2CCOCC2)c(OCC)cc1NC(=O)CSc1nccc(C)n1
-3 | -0.3 | -1 | -0.9 | 100 | 4 | -7 | -2 | 7 | 9 | CCOC(=O)N1CCC(NC(=O)c2cnn3cccnc23)CC1
8 | 0.3 | -2 | -3.7 | 99 | -7 | 1 | 0 | -10 | -15 | COc1ccccc1OCC(O)CNCc1ccc2c(c1)OCO2 (stereo unspecified)
13 | -0.2 | -4 | 1.2 | 106 | 0 | -1 | 1 | -2 | 3 | O=C(CCn1c(=O)sc2ccccc21)NCc1cccs1
-6 | -0.2 | 7 | 0.1 | 87 | 2 | 0 | 1 | -1 | -10 | CC(=O)c1c(C(C)=O)c(C)n(-c2ccc(N)cc2)c1C
-10 | 0.4 | 1 | -1.4 | 116 | 18 | 6 | -1 | 0 | 2 | CC(C)CN1C(=O)/C(=C/c2ccco2)NC1=S
8 | 0.0 | 14 | -0.1 | 101 | 2 | 9 | 2 | -14 | 3 | O=C(O)CC(c1ccc(C(F)(F)F)cc1)N1Cc2ccccc2C1=O (stereo unspecified)
-7 | 1.8 | -3 | 0.0 | 101 | 1 | 3 | 3 | -8 | -4 | CCC(C)C(NC(=O)OC(C)(C)C)C(=O)NCc1ccco1 (stereo unspecified)
15 | 0.9 | 7 | 1.5 | 98 | -2 | 4 | 0 | -6 | 6 | O=S(=O)(c1cccc(C(F)(F)F)c1)N1CCN(c2nnnn2-c2ccccc2)CC1
7 | -0.3 | 5 | -1.4 | 94 | -2 | 8 | 3 | -10 | 0 | Cc1nn(Cc2ccccc2)c(Cl)c1C(=O)OC1CCOC1=O (stereo unspecified)
14 | 0.5 | 8 | 0.2 | 93 | -21 | -1 | 0 | 9 | 3 | COc1ccc(CC(=O)OCC(=O)Nc2ccc(Cl)cc2C)cc1
-12 | -0.1 | 13 | -1.4 | 97 | -5 | -5 | 0 | 6 | -1 | CC(C)[C@H](N)C(=O)NC[C@H]1CC[C@H](C(=O)N[C@@H](Cc2ccccc2)C(=O)O)CC1
2 | 0.1 | 8 | -0.7 | 91 | 1 | 0 | -2 | -3 | 8 | CCCN1Cc2cccc(C(=O)NCc3cccs3)c2C1=O
-1 | 0.0 | -3 | -2.0 | 102 | 1 | 4 | 0 | 1 | 1 | CCC(=O)c1cn(CC(=O)NCC2CCCO2)c2ccccc12 (stereo unspecified)

# Filtered by structure, the compounds so far with four or more nitrogen atoms.
Vif imaging | aDG glyco up | MC4R antag cAMP | MC4R ag barr | ABCB6 inh MLPCN | Exocytosis inh | ABHD5-PLIN5 inh | N-glyco inh | NOD2-RIPK2 inh | TLR9-MyD88 block | Molecule
3 | 0.2 | -8 | -0.4 | 102 | 4 | 4 | 0 | -7 | . | CCc1nc2ccc(C(=O)NCCCN3CCCC3=O)cn2c1N(C)Cc1ccc(OC)cc1
. | 0.6 | 11 | -1.0 | 102 | 0 | -11 | -8 | -1 | 6 | Cc1ccc(/C=N/NC(=O)C2=NNC(c3ccccc3)(c3ccccc3)C2)c(O)c1
-8 | 0.3 | 2 | -1.9 | 103 | -1 | 0 | 1 | -1 | -5 | O=C(NCc1ccc2c(c1)OCO2)Nc1ccc2nsnc2c1
-3 | 0.0 | -5 | 0.6 | 91 | -6 | -2 | 1 | -13 | . | COc1cc(OC)nc(/N=C/NO)n1
3 | -0.2 | 5 | 0.0 | 98 | -3 | 0 | 5 | -7 | -8 | Cc1ccc(NC(=O)c2nc3nccc(C)n3n2)cc1S(=O)(=O)N1CCCCC1
1 | 0.1 | -7 | -3.2 | 108 | -1 | 5 | 0 | 7 | -4 | Cc1cccc(NC(=O)CCNS(=O)(=O)c2cccc3nonc23)c1
-17 | 0.4 | -1 | 3.6 | 98 | -1 | -1 | -3 | 1 | 0 | CN(Cc1ccccc1)C(=O)c1[nH]cnc1C(=O)Nc1ccc(Cl)cc1
-6 | 0.0 | 18 | 2.1 | 101 | 0 | 1 | 4 | 2 | -13 | CCOc1cc2c3c(c1)C1(C(=O)N3C(C)(C)CC2C)C(C#N)=C(N)N2C(=C1C#N)Nc1ccccc12 (stereo unspecified)
. | 0.0 | . | . | 98 | 0 | -2 | . | -5 | . | CC(C)(C)n1nnnc1C(c1cc2ccccc2o1)N1CCCCC1 (stereo unspecified)
1 | 0.3 | -1 | -4.1 | 98 | -3 | -5 | 2 | 3 | -7 | CCOc1cc(N2CCOCC2)c(OCC)cc1NC(=O)CSc1nccc(C)n1
-3 | -0.3 | -1 | -0.9 | 100 | 4 | -7 | -2 | 7 | 9 | CCOC(=O)N1CCC(NC(=O)c2cnn3cccnc23)CC1
15 | 0.9 | 7 | 1.5 | 98 | -2 | 4 | 0 | -6 | 6 | O=S(=O)(c1cccc(C(F)(F)F)c1)N1CCN(c2nnnn2-c2ccccc2)CC1

# High-throughput results from PubChem.

# These rows are one share of the data (hit frequency here may not be typical).
